Tcruzi prolif: blocks T. cruzi growth in NIH3T3 culture | T. cruzi beta-gal in NIH3T3, GalScreen luminescence, 90 h | inhibition, % at 8.34 µM | actives 5.9% (n = 77,000) | AID 624255;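 active means mean inhibition above about 93%, with at least 55% of replicates each passing it, limit read from the data, passing the limit was not always enough; inconclusive means only one of those two conditions holds; inactive means neither condition holds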
Pf Dd2 growth: blocks growth of Plasmodium falciparum Dd2 parasites; P. falciparum Dd2 growth, SYBR Green, 72 h; stronger effect = lower value; activity change, % at 10 µM; actives 2.3% (n = 94,000); in the data active means activity change below about -80%; inconclusive means no clear call, values can overlap the other calls
GASC1 inh: inhibitors of human demethylase GASC-1 KDM4C; Q9H3R0; GST-KDM4C 2-372, H3K9me3 peptide, LANCE TR-FRET; inhibition, % at 12.5 µM; actives 0.15% (n = 96,000); AID 720574;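 active means mean replicate inhibition above about 25%, with at least 55% of replicates also reaching it, limit read from the data, passing the limit was not always enough; inconclusive means only one of those two conditions met; inactive means neither condition met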
Target sequence (Q9H3R0 2-372 limits assumed): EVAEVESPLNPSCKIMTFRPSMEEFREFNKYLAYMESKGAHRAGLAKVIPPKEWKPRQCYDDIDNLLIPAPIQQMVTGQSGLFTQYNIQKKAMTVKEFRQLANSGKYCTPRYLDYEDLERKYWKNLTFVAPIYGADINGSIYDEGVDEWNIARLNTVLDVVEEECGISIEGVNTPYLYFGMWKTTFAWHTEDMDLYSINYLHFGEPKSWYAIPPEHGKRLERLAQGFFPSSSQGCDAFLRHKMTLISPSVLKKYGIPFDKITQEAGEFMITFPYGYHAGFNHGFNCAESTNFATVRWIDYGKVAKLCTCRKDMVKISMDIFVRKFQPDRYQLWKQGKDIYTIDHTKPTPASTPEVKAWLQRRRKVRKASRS
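Test system: N-terminal GST-fused human GASC-1 (KDM4C) fragment, residues 2-372; quantity: GASC-1 enzyme at 10 nM final in reaction; dosing: single dose; schedule: 30 min demethylation and 1 h detection at room temperature; signal: LANCE TR-FRET, excitation 340 nm, emissions 618 and 671 nm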
C diff HTS: C. difficile growth inhibition; Clostridium difficile clinical isolate growth, OD600, 24 h; stronger effect = lower value; growth activity, negative = inhibition, % at 16 µg/mL (by protocol); actives 0.25% (n = 86,000); AID 1259249;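 active means mean growth activity at or below -80% and every replicate also at or below -80%; inconclusive means mean at or below -80% but some replicate above -80%; inactive means mean growth activity above -80%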;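 further: 0% = DMSO wells and -100% = levofloxacin 16 µg/mL wells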
The depositor's hits bear a star; ? = inconclusive; / = no result given; & = joins results of further samples.

Sample of the layout (3 entries):
Second line of a record – Tcruzi prolif	Pf Dd2 growth	GASC1 inh	C diff HTS
- C[C@@H]1CN([C@@H](C)CO)C(=O)c2cc(NC(=O)CCCN(C)C)ccc2O[C@@H]1CN(C)Cc1ccc2c(c1)OCO2
→ /	45	0.2	1
- COc1ccc(-c2ccc3c(c2)[C@@H]2[C@@H](CCN2C(=O)c2ccncc2)[C@H](CO)N3C)cc1
→ ?	-9	1.1	4
- O=C(c1ccncc1)N1CC(=O)N2[C@H](CO)[C@@H](c3ccc(-c4ccccc4F)cc3)[C@H]2C1
→ /	-11	0.0	-7

Main list, from the start:
Second line of a record – Tcruzi prolif	Pf Dd2 growth	GASC1 inh	C diff HTS
- C[C@@H]1CN([C@@H](C)CO)C(=O)c2cc(NC(=O)CCCN(C)C)ccc2O[C@@H]1CN(C)Cc1ccc2c(c1)OCO2
→ /	45	0.2	1
- COc1ccc(-c2ccc3c(c2)[C@@H]2[C@@H](CCN2C(=O)c2ccncc2)[C@H](CO)N3C)cc1
→ ?	-9	1.1	4
- O=C(c1ccncc1)N1CC(=O)N2[C@H](CO)[C@@H](c3ccc(-c4ccccc4F)cc3)[C@H]2C1
→ /	-11	0.0	-7
- CNC(=O)C[C@@H]1CC[C@@H]2[C@H](COc3ccc(NC(=O)NCc4ccccc4)cc3C(=O)N2C)O1
→ 5	7	9.6	0
- C[C@H]1CN([C@@H](C)CO)S(=O)(=O)c2ccc(Br)cc2O[C@@H]1CN(C)S(=O)(=O)c1ccc(F)cc1
→ 90	1	-2.5	/
- C[C@@H]1CCCCO[C@@H](CN(C)Cc2ccc(C(F)(F)F)cc2)[C@H](C)CN([C@@H](C)CO)C(=O)c2cc(NC(=O)Nc3ccc(F)cc3)ccc2O1
→ 94	-54	-0.2	/
- CNC(=O)C[C@H]1CC[C@H]2[C@H](COc3ccc(NC(=O)C(C)C)cc3C(=O)N2C)O1
→ -26	-1	0.6	16
- C[C@H](CO)N1C[C@H](C)[C@H](CN(C)S(=O)(=O)c2cn(C)cn2)Oc2ccc(NC(=O)Nc3ccc(F)cc3)cc2CC1=O
→ 15	45	-2.8	/
- C[C@@H](NC(=O)C[C@@H]1CC[C@@H](NC(=O)C2CCOCC2)[C@@H](CO)O1)c1ccccc1
→ 9	13	0.1	1
- CCCNC(=O)[C@H]1N[C@H]2c3ccc(C4=CCCCC4)c(=O)n3C[C@H]2[C@@H]1CO
→ 54	-5	0.1	-4
- CCCC(=O)Nc1ccc2c(c1)OC[C@@H](C)N(CC1CCOCC1)C[C@@H](C)[C@@H](OC)CN(C)C2=O
→ 19	12	1.9	-2
- Cc1ccc(S(=O)(=O)N(C)C[C@@H]2OCCCC[C@@H](C)Oc3ccc(NS(=O)(=O)c4ccc(F)cc4)cc3C(=O)N([C@@H](C)CO)C[C@H]2C)cc1
→ 107	-48	-3.4	9
- Cc1ccc(S(=O)(=O)Nc2ccc3c(c2)C(=O)N(C)[C@@H]2CC[C@@H](CC(=O)O)O[C@@H]2CO3)cc1
→ 15	12	1.2	-4
- Cc1ccccc1-c1ccc([C@H]2[C@H]3CN(CC4CCOCC4)CCCCN3[C@H]2CO)cc1
→ 2	6	-0.4	4
- COc1cccc(NC(=O)N2C[C@@H](O)COC[C@H]3O[C@H](CC(=O)NCCCN4CCOCC4)CC[C@@H]32)c1
→ /	14	0.9	7&-2
- CC(=O)N1CC[C@@H]2[C@H](CO)Nc3ccc(-c4ccccc4)cc3[C@@H]21
→ 25	16	-2.3	-19
- COc1ccc(NC(=O)N(C)C[C@@H]2Oc3ccc(NC(=O)Nc4ccc(C(F)(F)F)cc4)cc3CC(=O)N([C@H](C)CO)C[C@H]2C)cc1
→ 18	-33	-1.7	-5
- CCNC(=O)C[C@@H]1CC[C@H]2[C@@H](COC[C@H](O)CN2Cc2ccncc2)O1
→ -28	/	16	25&-7
- C[C@H](CO)N1C[C@H](C)[C@@H](CN(C)Cc2ccc(Oc3ccccc3)cc2)Oc2ncc(-c3ccncc3)cc2C1=O
→ 109*	-73	3.7	-11
- O=C(C[C@H]1C=C[C@H](NC(=O)c2cccc(F)c2)[C@@H](CO)O1)NCCN1CCCC1
→ /	-9	-0.6	-3

Second line of a record – Tcruzi prolif	Pf Dd2 growth	GASC1 inh	C diff HTS
- O=C(NC1CCCCC1)N1CC2(C1)[C@@H](c1ccccc1)[C@@H](CO)N2CC1CCCC1
→ /	-50	-0.2	4
- C[C@@H]1CN([C@@H](C)CO)C(=O)Cc2cc(NC(=O)CCN3CCOCC3)ccc2O[C@@H]1CN(C)S(C)(=O)=O
→ 7	15	-0.4	-1
- CNC(=O)C[C@@H]1CC[C@@H]2[C@@H](COc3ccc(NC(=O)Nc4ccc(F)c(F)c4)cc3C(=O)N2C)O1
→ 15	0	-0.5	-4
- COc1ccc2c3c(n(C)c2c1)[C@H](CO)N(C(=O)C1CC1)CC31CN(C(=O)CN(C)C)C1
→ /	-26	-2.8	-7
- CN1C(=O)c2cc(NC(=O)NC3CCCC3)ccc2OC[C@@H]2O[C@H](CC(=O)O)CC[C@@H]21
→ -29	5	2.4	-7
- C[C@@H]1CCCCO[C@@H](CN(C)CC2CCCCC2)[C@@H](C)CN([C@H](C)CO)C(=O)c2cc(NS(=O)(=O)c3ccccc3)ccc2O1
→ -26	-9	-1.5	-3
- CN1c2ccc(-c3ccc(F)cc3)cc2[C@H]2[C@H](CCN2S(=O)(=O)c2cccc(F)c2)[C@H]1CO
→ 30	-3	-1.9	3
- CC=Cc1ccc2n(c1=O)C[C@H]1[C@H](CO)[C@@H](C(=O)NCC3CC3)[C@@H]2N1CCC (mixture of isomers)
→ -1	5	0.5	-1
- CCC(=O)N(C)C[C@@H]1Oc2ncc(C3=CCCC3)cc2C(=O)N([C@@H](C)CO)C[C@H]1C
→ 12	44	2.7	4
- CO[C@H]1CN(C)C(=O)c2ccc(NC(=O)C3CC3)cc2OC[C@H](C)N(C(=O)c2ccncc2)C[C@H]1C
→ 2	-55	-0.5	-1
- C[C@H](CO)N1C[C@H](C)[C@@H](CN(C)S(=O)(=O)c2ccccc2)Oc2c(cccc2N(C)C)C1=O
→ -29	10	-0.5	2
- O=C(C[C@@H]1C=C[C@@H](NC(=O)Nc2ccc(F)cc2)[C@@H](CO)O1)NCCN1CCCC1
→ 13	34	-1.5	/
- Cc1noc(C)c1S(=O)(=O)N(C)C[C@@H]1Oc2ccc(NC(=O)Nc3ccc(C(F)(F)F)cc3)cc2CC(=O)N([C@H](C)CO)C[C@H]1C
→ 16	-40	-0.7	4
- C[C@@H]1CCCCO[C@H](CN(C)C(=O)Nc2ccc(F)cc2)[C@@H](C)CN([C@H](C)CO)C(=O)c2cc(NC(=O)c3ccccc3)ccc2O1
→ 47	-25	/	-2
- COc1ccc(NC(=O)Nc2ccc3c(c2)C(=O)N([C@@H](C)CO)C[C@@H](C)[C@H](CN(C)C(=O)NC2CCCCC2)OCCCC[C@@H](C)O3)cc1
→ 61	-8	-1.5	-4
- COc1cccc(S(=O)(=O)N2C[C@@H](O)COC[C@H]3O[C@@H](CC(=O)N4CCN(C)CC4)CC[C@@H]32)c1
→ 30	-2	1.3	/
- C[C@H](CO)N1C[C@H](C)[C@H](CN(C)CC2CCCCC2)OCCCC[C@H](C)Oc2ccc(NS(=O)(=O)c3cn(C)cn3)cc2C1=O
→ -14	-9	1.7	-3
- COc1ccc(C#Cc2ccc3c(c2)O[C@H](CN(C)C(=O)Nc2cccc(OC)c2)[C@@H](C)CN([C@H](C)CO)S3(=O)=O)cc1
→ 68	-81*	-6.6	/
- C[C@@H]1CN([C@H](C)CO)S(=O)(=O)c2ccc(C#Cc3ccccn3)cc2O[C@@H]1CN(C)CC1CC1
→ 34	-49	-2.2	-9
- COCC(=O)Nc1ccc2c(c1)OC[C@@H](C)N(C)C[C@@H](C)[C@H](OC)CN(C)C2=O
→ 6	11	15	-1

Profiles, looked up by structure. Values in the order: Tcruzi prolif, Pf Dd2 growth, GASC1 inh, C diff HTS
`C[C@@H]1CN([C@@H](C)CO)C(=O)c2cc(NC(=O)CCCN(C)C)ccc2O[C@@H]1CN(C)Cc1ccc2c(c1)OCO2` as listed: /, 45, 0.2, 1
`C[C@@H]1CCCCO[C@@H](CN(C)CC2CCCCC2)[C@@H](C)CN([C@H](C)CO)C(=O)c2cc(NS(=O)(=O)c3ccccc3)ccc2O1` as listed: -26, -9, -1.5, -3

Next entries:
Second line of a record – Tcruzi prolif	Pf Dd2 growth	GASC1 inh	C diff HTS
- C[C@H](CO)N1C[C@H](C)[C@H](CN(C)C(=O)CC2CC2)Oc2cc(C#CCC3CCCC3)ccc2S1(=O)=O
→ 121*	-66	-4.2	4
- O=C(C[C@@H]1CC[C@@H]2[C@H](COC[C@H](O)CN2Cc2cc(F)ccc2F)O1)N1CCc2ccccc2C1
→ 100*	-60	1.0	3&-3
- COc1cccc(-c2ccc3c(c2)O[C@H](CN(C)C(=O)C2CCOCC2)[C@H](C)CN([C@@H](C)CO)S3(=O)=O)c1
→ /	-3	-0.9	-1
- CCNC(=O)[C@@H]1[C@@H](CO)[C@@H]2Cn3c(ccc(/C=C/c4ccccc4)c3=O)[C@H]1N2
→ 31	12	0.4	4
- C[C@H]1CN([C@@H](C)CO)C(=O)c2cc(-c3cccc(C#N)c3)cnc2O[C@H]1CN(C)C(=O)C1CCOCC1
→ -61	35	-1.2	1
- C[C@H](CO)N1C[C@H](C)[C@H](CN(C)C(=O)Cc2ccccn2)Oc2cc(-c3cccc(C(=O)N(C)C)c3)ccc2S1(=O)=O
→ /	-28	0.8	-3
- C[C@@H]1CN([C@H](C)CO)C(=O)Cc2cc(NC(=O)Nc3ccc(C(F)(F)F)cc3)ccc2O[C@@H]1CN(C)C(=O)NC1CCCCC1
→ 10	-51	-1.3	/
- C[C@@H]1CN([C@@H](C)CO)S(=O)(=O)c2ccc(-c3cccc(C(=O)N(C)C)c3)cc2O[C@H]1CN(C)C(=O)Nc1ccc(F)cc1
→ 7	-17	-0.6	-1
- C[C@@H]1CN([C@H](C)CO)C(=O)c2cc(C#CC3CCCC3)cnc2O[C@H]1CN(C)S(=O)(=O)c1cccc(F)c1
→ ?	-60	0.0	-1
- Cc1noc(C)c1NC(=O)Nc1ccc2c(c1)C(=O)N([C@@H](C)CO)C[C@H](C)[C@@H](CN(C)Cc1ccc(Cl)c(Cl)c1)O2
→ 10	15	0.7	-1
- COc1ccc(S(=O)(=O)N(C)C[C@@H]2OCCCC[C@H](C)Oc3ccc(NS(C)(=O)=O)cc3C(=O)N([C@@H](C)CO)C[C@H]2C)cc1
→ -39	-45	-0.1	4
- C[C@@H]1CCCCO[C@H](CN(C)Cc2ccncc2)[C@@H](C)CN([C@@H](C)CO)C(=O)c2cc(NC(=O)C3CCCCC3)ccc2O1
→ 44	-85*	-0.3	1
- C[C@@H]1CN([C@@H](C)CO)C(=O)c2cc(NC(=O)Nc3ccc(F)cc3)ccc2O[C@@H](C)CCCCO[C@H]1CN(C)C
→ 24	/	0.9	-1
- C[C@@H]1CN([C@@H](C)CO)C(=O)c2cc(NC(=O)NC3CCCCC3)ccc2O[C@@H]1CN(C)C(=O)Nc1ccc(F)cc1
→ 72	-16	-1.1	0
- CN1C(=O)c2cc(NC(=O)Cc3cccs3)ccc2OC[C@@H]2O[C@H](CC(=O)O)CC[C@@H]21
→ -36	15	0.5	4
- OC[C@H]1[C@@H](c2ccc(-c3ccccc3F)cc2)[C@@H]2CN(Cc3cccnc3)CCCCN12
→ 85	-56	-0.9	-3
- C[C@H](CO)N1C[C@H](C)[C@H](CN(C)C(=O)CCCN(C)C)OCCCC[C@H](C)Oc2ccc(NC(=O)c3ccncc3)cc2C1=O
→ 19	10	4.4	-1
- C[C@@H]1CN([C@H](C)CO)C(=O)Cc2cc(NC(=O)CCC(F)(F)F)ccc2O[C@@H]1CN(C)Cc1ccc2c(c1)OCO2
→ 25	5	0.1	-5
- CO[C@@H]1CC[C@@H]2CCOc3c(C#N)cccc3C(=O)N(C)[C@@H](C)C(=O)N(C)C[C@@H]1O2
→ 24	/	-0.3	6
- COCCNC(=O)C[C@@H]1CC[C@@H]2[C@H](COc3ccc(NC(=O)c4cc(C)on4)cc3C(=O)N2C)O1
→ -2	7	-0.8	-3
- C[C@H]1CN([C@@H](C)CO)C(=O)c2cc(-c3cccc(C#N)c3)cnc2O[C@H]1CN(C)Cc1ccccc1
→ 21	-6	1.2	-3
- N#C[C@@H]1[C@H](c2ccccc2C2=CCCC2)[C@@H](CO)N1C(=O)NC1CCCCC1
→ /	-67	0.3	-13
- CCCNC(=O)Nc1ccc2c(c1)C(=O)N(C)C[C@H](OC)[C@H](C)CN(Cc1cccnc1)[C@@H](C)CO2
→ 11	-4	-1.9	/
